Compound activity from PubChem BioAssay.
D3 ag: D3 dopamine receptor (human) agonism. D3R DiscoveRx beta-arrestin cells, luminescence, 90 min. P35462. max activation, %. actives 0.58% (n = 410,000); in the data active = max activation above about 30%; also: 0% is about no effect; mostly tested at two doses, the higher about 12 µM
Target sequence (P35462 whole entry, looked up): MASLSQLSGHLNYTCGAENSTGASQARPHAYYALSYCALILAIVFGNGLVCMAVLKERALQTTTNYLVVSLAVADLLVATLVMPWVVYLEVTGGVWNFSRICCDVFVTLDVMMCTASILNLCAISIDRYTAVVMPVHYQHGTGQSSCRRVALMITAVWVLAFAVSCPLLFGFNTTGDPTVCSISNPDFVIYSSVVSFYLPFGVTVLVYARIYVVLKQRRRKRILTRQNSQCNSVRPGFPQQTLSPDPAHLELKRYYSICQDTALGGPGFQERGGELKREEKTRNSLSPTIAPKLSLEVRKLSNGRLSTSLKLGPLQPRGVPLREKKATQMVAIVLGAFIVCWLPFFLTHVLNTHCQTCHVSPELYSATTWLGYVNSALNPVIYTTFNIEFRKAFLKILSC
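Agonist mode: compounds and dopamine controls were applied to plated cells for 90 min at 37 degrees C after an overnight attachment at 1500 cells/well. Luminescent read-out followed 30 - 60 minutes at room temperature with DiscoveRx detection reagent.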
KB-V1 cytotox: KB-V1 MDR subline cytotoxicity | actives 3.4% (n = 400,000) | KB-V1 MDR cells viability, CellTiter-Glo, 72 h | Potency, µM (doses to about 46.1 µM), inactives show at the top dose activity change, negative = cytotoxicity, actives largely listed as cytotoxic; also: potency is read from the fitted curve at half-maximal effect; % is scaled to controls: 0 for no effect and ±100 for the full control effect; nearly all actives have a fitted effect of over 60% in size
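KB-V1 MDR subline cells in DMEM (phenol-red free, 10% FBS) exposed to compounds in qHTS concentration series for 72 h at 37 degrees C. Viability read by CellTiter-Glo luminescence; concentration-effect curves fitted after normalization and correction.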
aSyn yeast inh: alpha-synuclein toxicity inhibition in yeast. AID 652106. Potency, µM (titrated, usually from 46.1 µM), for inactives: at the highest dose growth rescue (activation), hits mostly activators. Yeast expressing alpha-synuclein, growth rescue, BacTiter-Glo, 24 h. actives 0.14% (n = 370,000); also: potency is read from the fitted curve at half-maximal effect; % of control where 0% means no effect; nearly all actives have a fitted effect of over 65% in size
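Galactose-induced alpha-syn yeast (OD600=0.02, raffinose-pregrown) + pinned cpd, 24 hr, 30 deg C; growth by BacTiter-Glo luminescence. Growth restoration scores as activation.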
D3 antag: blocks the human D3 dopamine receptor; actives 2.5% (n = 360,000); P35462; AID 652054; D3R cells, DiscoveRx beta-arrestin luminescence, antagonist mode; hits give low values; max response, negative = inhibition, %; in the data active = max response below about -50%; inconclusive = no clear call, values can overlap the other calls; also: % is scaled to controls: 0 for no effect and ±100 for the full control effect; mostly tested at two doses, the higher about 12 µM
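Cells plated overnight at 1500 cells/well, then exposed to library compounds with dopamine controls for 90 minutes at 37 degrees C. DiscoveRx reagent added for 30–60 minutes at room temperature; luminescence read, quantitative HTS format.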
GLP-1R inv ag: acts as inverse agonist at human GLP-1 receptor. actives 1.6% (n = 410,000). HEK293 GLP-1R CRE-luciferase, luminescence, 24 h; GLP-1R form is constitutively active. Potency, µM (highest dose often 38.3 µM), for the others: at the top dose activity change, negative = inhibition, most hits filed as inhibitors. P43220; also: potency is read from the fitted curve at half-maximal effect; % is scaled to controls: 0 for no effect and ±100 for the full control effect; nearly all actives have a fitted effect of over 55% in size
Target sequence (P43220 whole entry, looked up): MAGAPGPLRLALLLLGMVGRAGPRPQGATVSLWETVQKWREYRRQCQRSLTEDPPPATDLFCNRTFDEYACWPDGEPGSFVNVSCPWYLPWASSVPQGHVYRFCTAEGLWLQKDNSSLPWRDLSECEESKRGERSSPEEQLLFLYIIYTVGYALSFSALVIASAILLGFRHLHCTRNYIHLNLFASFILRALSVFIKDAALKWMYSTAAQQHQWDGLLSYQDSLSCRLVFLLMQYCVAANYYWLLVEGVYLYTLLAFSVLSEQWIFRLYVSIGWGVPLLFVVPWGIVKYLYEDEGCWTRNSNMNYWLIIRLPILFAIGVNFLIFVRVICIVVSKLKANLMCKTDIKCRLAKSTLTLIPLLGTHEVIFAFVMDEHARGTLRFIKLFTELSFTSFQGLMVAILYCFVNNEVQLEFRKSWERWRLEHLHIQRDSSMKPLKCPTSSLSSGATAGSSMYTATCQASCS
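Cells are plated, allowed 12 hours at 37 deg C, then treated with compounds for 24 hr before luciferase detection reagent is added and luminescence is read after 12 min at room temperature. The HEK293 line carries constitutively active GLP-1R with a cAMP-responsive reporter.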
PTHR1 ag: PTHR1 (human) receptor agonism. Q03431. HEK293 GP2 PTHR1 cells, GloSensor cAMP luminescence, 1 h. Potency, µM (series often up to 115 µM), for the others: at the highest dose activation, actives largely listed as activators. actives 0.075% (n = 410,000). AID 743266; also: potency is read from the fitted curve at half-maximal effect; nearly all actives have a fitted effect of over 55% in size; some results filed as inactive show a strong effect at the top dose; inactives centre near -15; many of its hits are not listed in these tables
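HEK-293-derived GP2 cells expressing PTHR1 and a GloSensor cAMP reporter, 3,000/well, plated overnight, given luciferin plus IBMX (each 0.5 mM as added) for 1 h at 37 °C, then compound for 1 h at 37 °C. Luminescence was read after 15 min at room temperature.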
GLP-1R agonist: activates the human GLP-1 receptor | AID 624172 | HEK293 GLP-1R CRE-luciferase, luminescence, 4-6 h; cells express a hypersensitive GLP-1R form | actives 0.007% (n = 380,000) | P43220 | Potency, µM (top dose mostly 45.6 µM), inactives show top-dose activation, actives largely listed as activators; also: potency is read from the fitted curve at half-maximal effect; % of control where 0% means no effect
GLP1R cytotox: cytotoxic in the GLP-1 receptor inverse agonist counter-screen | AID 624418 | Potency, µM (doses to about 38.3 µM), for inactives: at the highest dose activity change, negative = inhibition, actives largely listed as inhibitors | actives 0.13% (n = 410,000) | HEK293 cAMP-luciferase reporter cells, luminescence, 24 h;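 also: loss of luciferase light is scored as toxicity; potency is read from the fitted curve at half-maximal effect; % is scaled to controls: 0 for no effect and ±100 for the full control effect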
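A 23 nL compound transfer followed 12 hours of cell culture at 37 deg C; exposure then lasted 24 hr. Luciferase assay detection reagent was dispensed and plates read for luminescence after a 12 min room-temperature wait.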
TDP43 rescue: inhibitors of TDP-43 toxicity in yeast | actives 1.8% (n = 410,000) | Potency, µM (highest dose often 46.1 µM), for the others: at the highest dose growth rescue (activation), usual class: activators | TDP-43 expressing yeast growth rescue, BacTiter-Glo, 24 h; also: potency is read from the fitted curve at half-maximal effect; % of control where 0% means no effect; nearly all actives have a fitted effect of over 50% in size
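In this qHTS, compounds that restore growth of yeast expressing TDP-43 appear as activators. Cells (OD600=0.02, galactose medium, raffinose-pregrown) are incubated with compound 24 hr at 30 deg C and growth is quantified by BacTiter-Glo.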
An asterisk follows results filed as active; i = inactive; ? = inconclusive; nt = no result given; & = joins results of further samples; [ ] = dose if it differs, or a comment. Unless noted, calls follow the shape of the dose curve; as a rule, active = well fitted curve in the direction sought with a large enough effect; inconclusive = small, poorly fitted or top-dose-only effect, or another doubt; inactive = no such curve, though single readings can be large; an effect the other way counts as inactive or inconclusive. An excerpt; count on the stated rates, not on these rows.

Each structure is followed by: D3 ag	KB-V1 cytotox	aSyn yeast inh	D3 antag	GLP-1R inv ag	PTHR1 ag	GLP-1R agonist	GLP1R cytotox	TDP43 rescue
1. COc1ccc(/C=C/C(=O)OCc2nc3ccccc3c(=O)[nH]2)c(OC)c1
  -2	2%	-5%	-9	2%	-13%	5%	6%	-24%
2. O=C(Nc1ccccc1)O/N=C/c1ccncc1
  -4	13%	-2%	-2	17%	-2%[57.5 µM]	8%	21%	-4%
3. COCCNC(=O)c1cnn2c1NC(c1ccco1)CC2C(F)(F)F (stereo not given)
  4	15%	1%	?	22%	1%[57.5 µM]	1%	55%[activator]	11%
4. CCCCN1C(=O)CN(C2CCCCCC2)C(=O)C1c1ccc(OC(C)C)c(OC)c1 (stereo not given)
  -10	nt	nt	nt	2%	-9%	nt	1%	-2%
5. CC1=C(C(=O)OCC2CCCO2)C(c2ccccc2)C2=C(CCCC2=O)N1 (stereo not given)
  2	0%	1%	6	7%	-24%	15%	-4%	7%
6. Cc1cccc(C)c1NC(=O)Cn1c(=O)n(Cc2ccc(C(=O)NCc3ccco3)cc2)c(=O)c2sccc21
  -20	-6%	nt	nt	?	0%	nt	?	-13%
7. Cc1nc(N2CCCC2)c2c(C(=O)N3CCN(c4cccc(C)c4C)CC3)c(C)oc2n1
  0	nt	nt	nt	?	-15%	nt	-3%	?
8. O=[N+]([O-])c1ccc(N2CCN(S(=O)(=O)c3ccccc3[N+](=O)[O-])CC2)cc1NCc1cccnc1
  -5	-6%	3%	-14	-14%	i	5%	?	15%
9. O=C(OCc1nnc(-c2ccc(Cl)cc2)o1)c1ccc(O)cc1
  -4	8%	7%	-3	1%	i	12%	-1%	-15%
10. Cc1ccc2nc(NC(=O)Cc3cccs3)sc2c1
  -1	?	-1%	12	-10%	-23%[57.5 µM]	-17%	0%	8%

Additional structures:
Each structure is followed by: D3 ag	KB-V1 cytotox	aSyn yeast inh	D3 antag	GLP-1R inv ag	PTHR1 ag	GLP-1R agonist	GLP1R cytotox	TDP43 rescue
11. O=C(NCCC1=CCCCC1)c1ccc(-n2cncn2)cc1
  -16	26%	3%[1.84 µM]	-8	-1%	-23%	-1%	-1%	23%
12. Cc1ccc2c(CN3CCN(c4ccccc4)CC3)cc(=O)oc2c1
  3	-1%	1%	-18	3%	-1%	11%	-4%	6%
13. Cc1ccc2c(Cn3ccnc3)cc(=O)oc2c1C
  1	-3%	4%	5	17%	i	2%	-29%	17%
14. COc1ccc(/C=C/C(=O)Nc2cc(S(=O)(=O)N3CCOCC3)ccc2N2CCCC2)cc1OC
  -5	-14%	-3%	6	99%[activator]	i	16%	-4%	0%
15. COCC(C)n1c(SCC(=O)Nc2ccc3c(c2)OCCO3)nc2ccccc2c1=O (stereo not given)
  -3	-24%	4%	19	15%	-15%	1%	-28%	1%
16. Cc1ccc(S(=O)(=O)NCCC(=O)NCC(c2ccc(F)cc2)N2CCOCC2)cc1 (stereo not given)
  -10	-7%	-3%	-2	-7%	?	4%	-8%	1%
17. CCOc1ccccc1/C=N/n1c(C2CCCCC2)n[nH]c1=S
  6	6%	-5%	-4	?	-6%	7%	-24%	?
18. Clc1cccc(Cl)c1CSc1nnc(-c2sccc2-n2cccc2)o1
  -5	-10%	2%	-9	?	-1%	2%	72%[activator]	-20%
19. CC1(C)CC(=O)c2cc(C(=O)N3CCCC(C)(C)C3)c(=O)n(-c3ccccc3)c2C1
  6	2%	1%	15	-20%	3%[57.5 µM]	-5%	-5%	4%
20. COc1ccccc1C(=O)NCc1ccc(-c2nc3ccccc3s2)cc1
  11	8%	-1%	11	-12%	i	-2%	-1%	15%

Further structures follow.
Each structure is followed by: D3 ag	KB-V1 cytotox	aSyn yeast inh	D3 antag	GLP-1R inv ag	PTHR1 ag	GLP-1R agonist	GLP1R cytotox	TDP43 rescue
21. CC(OC(=O)/C(C#N)=C/c1ccco1)C(=O)N(C)c1ccccc1 (stereo not given)
  29	?	9%	4	1%	i	9%	0%	0%
22. Cc1cc(C(=O)OCC(=O)NCCc2ccc(S(N)(=O)=O)cc2)c2ccccc2n1
  0	12%	-2%	10	18%	-12%	-1%	14%	18%
23. Nc1nc(SCC(=O)O)[nH]c(=O)c1NC(=O)c1ccco1
  5	?	0%	10	3%	i	-1%	0%	-9%
24. COc1cc2c(-c3cc(Br)ccc3O)nc3c(c(C)nn3-c3ccccc3)c2cc1OC
  1	-6%	nt	nt	-4%	i	nt	0%	9%
25. Cc1ccccc1Nc1sc(C(=O)c2ccccc2)c(N)c1S(C)(=O)=O
  1	12%	nt	nt	35%[activator]	i	nt	2%	13%
26. O=C(COC(=O)CCCNC(=O)c1ccc(Cl)cc1)Nc1cc(Cl)c(Cl)cc1Cl
  1	-1%	1%	18	9%	-11%	4%	-5%	10%
27. Cc1ccc2c(c1)N(C(=O)CCC(=O)N1CCN(c3ccccc3)CC1)CCO2
  2	23%	8%	30	?	-4%	1%	1%	25%
28. Cc1ccc(CNC(=O)c2ccc3c(c2)N(Cc2cccc(Cl)c2)C(=O)CS3)cc1
  3	4%	nt	nt	?	-6%	-3%	1%	21%
29. O=C1CCN(CCCN2CCC(=O)N(Cc3ccccc3)C2=S)C(=S)N1Cc1ccccc1
  3	?	5%	59	-8%	-16%	10%	-10%	4%
30. COc1cccc(CNC(=O)[C@@H]2CCCN2C(=O)[C@H]2CCCCN2C(=O)c2cccs2)c1
  -1	?	-20%	-19	14%	-8%	-8%	4%	14%

The list continues.
Each structure is followed by: D3 ag	KB-V1 cytotox	aSyn yeast inh	D3 antag	GLP-1R inv ag	PTHR1 ag	GLP-1R agonist	GLP1R cytotox	TDP43 rescue
31. CCOC(=O)c1c(NC(=O)c2cc(C(C)C)on2)sc(C(C)=O)c1C
  1&0	-12%	7%	-8	18%&2%	i	0%	2%&-4%	0%&6%
32. CCN(CC)S(=O)(=O)c1ccc(N2CCOCC2)c(NC(=O)C(=O)c2c(-c3ccccc3)cc3ccccn23)c1
  1	4%	nt	6	4%	i	-12%	-2%	25%
33. COc1ccc(C(=O)Nc2ccc(C(=O)OCc3cc(=O)n4nc(C(C)C)sc4n3)cc2)cc1
  2	nt	nt	nt	7%	i	nt	10%	16%
34. CN1CCN(C(=O)/C(=C/c2cn(C)c3ccccc23)NC(=O)c2ccccc2)CC1
  -5	-9%	-4%	-15	1%	i	-1%	?	3%
35. COc1ccc(S(=O)(=O)Nc2c(C(=O)O)[nH]c3ccc(OC)cc23)c(OC)c1
  -3	?	0%	-22	33%[activator]	i	-2%	-4%	21%
36. CCOC(=O)c1[nH]ncc1CN1CCCC(C(=O)c2cccc(OC(C)C)c2)C1 (stereo not given)
  -10	0%	-5%	0	-5%	-6%	16%	-6%	-13%[0.397 µM]
37. CC(=O)C[C@H](O)CC(=O)[C@@H]1OC(=O)CCCCCc2ccccc21
  10	4%	3%	25	16%	i	4%	1%	13%
38. CC(=O)Nc1cccc(NC(=O)CCCC(=O)O)c1
  4	-6%	7%	3	0%	-54%[inhibitor]	-9%	3%	18%
39. Cc1ccc(-c2nnc(Nc3cccc(O)c3)c3ccccc23)cc1S(=O)(=O)NCCO
  -2	?	-1%	-3	18%	-24%	18%	1%	-3%
40. COc1ccc(NC(=O)CCC(=O)NCc2ccco2)c([N+](=O)[O-])c1
  0	-7%	6%	4	9%	-25%	-1%	-18%	15%
41. CNc1nc(CC(C)=O)ns1
  0	?	1%	-11	2%	0%[57.5 µM]	-13%	0%	-1%

Quoted from above: compounds 30 to 41
Each structure is followed by: D3 ag	KB-V1 cytotox	aSyn yeast inh	D3 antag	GLP-1R inv ag	PTHR1 ag	GLP-1R agonist	GLP1R cytotox	TDP43 rescue
30. COc1cccc(CNC(=O)[C@@H]2CCCN2C(=O)[C@H]2CCCCN2C(=O)c2cccs2)c1
  -1	?	-20%	-19	14%	-8%	-8%	4%	14%
31. CCOC(=O)c1c(NC(=O)c2cc(C(C)C)on2)sc(C(C)=O)c1C
  1&0	-12%	7%	-8	18%&2%	i	0%	2%&-4%	0%&6%
32. CCN(CC)S(=O)(=O)c1ccc(N2CCOCC2)c(NC(=O)C(=O)c2c(-c3ccccc3)cc3ccccn23)c1
  1	4%	nt	6	4%	i	-12%	-2%	25%
33. COc1ccc(C(=O)Nc2ccc(C(=O)OCc3cc(=O)n4nc(C(C)C)sc4n3)cc2)cc1
  2	nt	nt	nt	7%	i	nt	10%	16%
34. CN1CCN(C(=O)/C(=C/c2cn(C)c3ccccc23)NC(=O)c2ccccc2)CC1
  -5	-9%	-4%	-15	1%	i	-1%	?	3%
35. COc1ccc(S(=O)(=O)Nc2c(C(=O)O)[nH]c3ccc(OC)cc23)c(OC)c1
  -3	?	0%	-22	33%[activator]	i	-2%	-4%	21%
36. CCOC(=O)c1[nH]ncc1CN1CCCC(C(=O)c2cccc(OC(C)C)c2)C1 (stereo not given)
  -10	0%	-5%	0	-5%	-6%	16%	-6%	-13%[0.397 µM]
37. CC(=O)C[C@H](O)CC(=O)[C@@H]1OC(=O)CCCCCc2ccccc21
  10	4%	3%	25	16%	i	4%	1%	13%
38. CC(=O)Nc1cccc(NC(=O)CCCC(=O)O)c1
  4	-6%	7%	3	0%	-54%[inhibitor]	-9%	3%	18%
39. Cc1ccc(-c2nnc(Nc3cccc(O)c3)c3ccccc23)cc1S(=O)(=O)NCCO
  -2	?	-1%	-3	18%	-24%	18%	1%	-3%
40. COc1ccc(NC(=O)CCC(=O)NCc2ccco2)c([N+](=O)[O-])c1
  0	-7%	6%	4	9%	-25%	-1%	-18%	15%
41. CNc1nc(CC(C)=O)ns1
  0	?	1%	-11	2%	0%[57.5 µM]	-13%	0%	-1%
